V1R ag counter = agonists of human V1a receptor, primary screen, counter-screen for OXTR agonist project, fluorescence, CHO-V1R cells; Fluo-8 calcium fluorescence, agonist mode; 0% DMSO, 100% 3 nM vasopressin; 320,000 tested, 0.25% active; AID 2797, 2010; activation, % at 3 µM;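 active means activation above the mean activation of all tested compounds plus 3 SD, per screening run, cut at about 20% in these data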;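 further: signal is peak over basal fluorescence ratio across a 100 second FLIPR read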
Target sequence (P37288 whole entry, looked up): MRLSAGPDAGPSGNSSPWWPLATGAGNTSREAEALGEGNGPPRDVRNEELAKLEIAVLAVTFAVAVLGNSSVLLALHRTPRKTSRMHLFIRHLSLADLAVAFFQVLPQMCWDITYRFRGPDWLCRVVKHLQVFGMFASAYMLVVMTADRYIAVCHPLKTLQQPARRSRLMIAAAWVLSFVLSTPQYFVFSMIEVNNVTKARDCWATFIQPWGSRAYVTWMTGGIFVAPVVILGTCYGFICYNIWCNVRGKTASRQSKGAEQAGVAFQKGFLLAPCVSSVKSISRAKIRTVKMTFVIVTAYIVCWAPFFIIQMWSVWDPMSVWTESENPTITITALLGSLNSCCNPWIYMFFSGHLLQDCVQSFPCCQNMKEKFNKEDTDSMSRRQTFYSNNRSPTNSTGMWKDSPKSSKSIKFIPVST
TAAR1 antagonist = human TAAR1 antagonists, primary screen, Fluo-8 calcium fluorescence, CHO RD-HGA16 cells | 360,000 tested, 1.5% active | Trace amine-associated receptor 1 (Homo sapiens), Q96RJ0 | AID 624466, 2012 | antagonist | inhibition, % at 3 µM;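 active means inhibition above a per-plate cutoff, the mean inhibition of test compounds on that plate plus 3 SD, cut at about 49% in these data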;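 further: 0% = DMSO plus EC80 beta-PEA response and 100% = DMSO alone without agonist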
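Test system: RD-HGA16 CHO cells with stable hTAAR1 and Gα16 / Probe or stimulus: EC80 β-phenethylamine stimulus / Times: seeding 17-24 h prior, 75-min 37 °C, 30-min RT dye loading / Detection: Fluo-8 calcium-sensitive fluorescence / Read-out basis: % inhibition scaled between DMSO and EC80 PEA controls / Repeats: singlicate, one well per test compound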
CHO-K1 Ca antag = nonselective inhibitor or artifact in parental CHO-K1 cells; ATP-induced calcium, Fluo-8 fluorescence; inhibition, % at 3 µM; 360,000 tested, 0.6% active; AID 602250;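 active means inhibition above a per-plate cutoff, the plate's mean sample inhibition plus 3 SD, cut at about 24% in these data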;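 further: 0% = DMSO plus EC80 ATP and 100% = DMSO alone without ATP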
CHO-K1 Ca PAM = nonselective calcium activators in parental CHO-K1 cells, primary screen, counter-screen for M1 PAM project, cell-based, Fluo-8 calcium fluorescence, full deck, 1536-well | activation, % at 3 µM | ATP EC20; 0% at ATP EC20, 100% at ATP max | AID 602247, 2012 | 360,000 tested, 0.02% active;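 active means activation above the run cutoff, the mean activation of all test compounds plus 3 SD, cut at about 40% in these data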;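 further: peak over basal fluorescence ratio in a 140 s read after ATP addition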
OXTR potentiate = human OXTR potentiators, primary screen, fluorescence, CHO-OTR cells, Fluo-8 calcium; 320,000 tested, 0.061% active; activation, % at 3 µM; AID 2445, 2010; Fluo-8 calcium fluorescence, potentiator mode; 0% = oxytocin EC15, 100% = EC100;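 active means activation above that plate's cutoff, the mean activation of tested compounds plus 3 SD, cut at about 6.6% in these data, passing the limit was not always enough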;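 further: 100% uses oxytocin at 75 nM as the full agonist control; some results filed as inactive read as strong as hits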
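Measured by – Fluo-8 calcium dye fluorescence · Test system – human OTR in CHO cells · Dosing – one concentration, 3.0 µM compound · Controls – EC15 oxytocin alone as 0%, 75 nM oxytocin as 100% · Evaluation – normalized max/min fluorescence ratio, % activation · Timing – 6 min pre-incubation, 100 s read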
CHO parental Ca = ATP-evoked calcium signal inhibitors, parental CHO, primary screen, counter-screen for OX1R antagonist project, cell-based, fluorescence, Fluo-8 calcium dye; parental CHO-K1, ATP-induced calcium, Fluo-8 fluorescence; 330,000 tested, 0.63% active; inhibition, % at 5.6 µM; AID 463079, 2010;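 active means inhibition above that plate's mean sample inhibition plus 3 SD, cut at about 26% in these data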;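 further: 0% = ATP-challenged DMSO wells and 100% = DMSO wells without ATP; some compounds past the cut are filed as inactive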
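Test system: untransfected parental CHO cell line; also added: ATP stimulus; dosing: 5.6 µM, single dose; signal: calcium-sensitive Fluo-8 fluorescence; measure: percent inhibition of ATP-evoked calcium rise, normalized to controls; benchmarks: low control ATP plus DMSO, high control DMSO only; replication: one well per compound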
M1 ag parental = counter-screen for M1 agonists: effect in parental CHO-K1 cells; 360,000 tested, 0.48% active; activation, % at 3 µM; Fluo-8 calcium fluorescence; scaled to maximal ATP response, vehicle zero; AID 602248, 2012; in the data active means activation above about 15%;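 further: untransfected CHO-K1 host cells lacking M1 receptor as counterscreen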
TAAR1 agonist = human TAAR1 agonists, primary screen, Fluo-8 calcium fluorescence, CHO RD-HGA16 cells; AID 624467, 2012; activation, % at 3 µM; 360,000 tested, 0.99% active; vehicle wells 0%, saturating PEA agonist 100%; Trace amine-associated receptor 1 (Homo sapiens), Q96RJ0;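 active means activation above the mean activation of all test compounds in the run plus 3 SD, cut at about 38% in these data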
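Test system: RD-HGA16 (CHO) cells co-expressing Gα16 and hTAAR1; dosing: one-point dosing at 3 µM (nominal); timing: 17-24 h seeding, 75 min 37 °C dye, 30 min RT; signal: kinetic Fluo-8 calcium fluorescence; read-out basis: % activation relative to PEA EC100 response; controls: DMSO and PEA EC100; replicates: n 1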
M1 ag = human M1 muscarinic receptor agonists, primary screen, Fluo-8 calcium fluorescence, CHO-K1 cells, HTS; Muscarinic acetylcholine receptor M1 (Homo sapiens), P11229; CHO-K1 hM1, agonist mode; 0% DMSO, 100% acetylcholine EC100; activation, % at 3 µM; 360,000 tested, 0.33% active; AID 588814, 2011;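 active means activation above the run's mean compound activation plus 3 SD, cut at about 16% in these data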;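 further: peak over basal fluorescence ratio within a 140 s kinetic read after compound addition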
Target sequence (P11229 whole entry, looked up): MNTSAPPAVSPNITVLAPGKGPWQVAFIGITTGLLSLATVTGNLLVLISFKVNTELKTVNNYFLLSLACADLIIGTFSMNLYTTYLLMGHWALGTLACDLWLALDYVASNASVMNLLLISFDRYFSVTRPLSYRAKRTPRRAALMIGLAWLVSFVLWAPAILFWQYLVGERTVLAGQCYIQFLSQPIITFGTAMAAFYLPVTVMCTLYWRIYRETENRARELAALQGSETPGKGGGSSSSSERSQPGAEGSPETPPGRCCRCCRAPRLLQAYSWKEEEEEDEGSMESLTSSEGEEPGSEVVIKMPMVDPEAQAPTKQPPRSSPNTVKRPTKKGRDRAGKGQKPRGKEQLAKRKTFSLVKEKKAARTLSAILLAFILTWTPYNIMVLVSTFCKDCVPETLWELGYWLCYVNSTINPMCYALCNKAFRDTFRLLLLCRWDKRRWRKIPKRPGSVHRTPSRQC
* = called active by the depositor; . = not tested or not shown. Not a hit list. Share with any hit: about 3.3%.

Values in the order: V1R ag counter	TAAR1 antagonist	CHO-K1 Ca antag	CHO-K1 Ca PAM	OXTR potentiate	CHO parental Ca	M1 ag parental	TAAR1 agonist	M1 ag
[1] COc1ccc(OC)c(NS(=O)(=O)c2cc3c4c(c2)CCN4C(=O)CC3)c1
→ .	-11	-10	5	.	.	1.4	0	-3
[2] CC1CCN(CCCNC(=O)c2ccc3c(=O)n(Cc4ccc(Cl)cc4)c(=S)[nH]c3c2)CC1
→ 0.8	4	-6	15	-1	7	3.8	15	-7
[3] COc1cc(/C=N/NC(=O)CCc2ccccc2)ccc1O
→ 1.5	0	-7	15	-15	-10	0.3	1	-1
[4] COC(=O)c1ccc(NS(=O)(=O)c2ccc3c(c2)n(C)c(=O)n3C)cc1
→ 5.4	24	14	-10	-17	-13	4.4	2	2
[5] CCOc1ccc(CC(=O)N/N=C(\C)c2cccnc2)cc1
→ .	-27	0	-5	.	.	0.7	18	-2
[6] O=C(O)c1ccc(CNCc2ccc(Cl)cc2Cl)cc1
→ 1.2	-17	-11	17	-12	1	0.1	1	-2
[7] CCCCCN(C(=O)CCC(=O)OCc1cc(C)ccc1C)c1c(N)n(CCCC)c(=O)[nH]c1=O
→ 0.3	-5	-4	11	-16	-17	0.3	1	1
[8] Cc1cccc(Nc2nnc(SCC(=O)NCC3CCCO3)s2)c1C (configuration not stated)
→ 2.3	-12	-5	8	-6	-23	0.6	3	-3
[9] O=C1c2ccccc2CCC1C(O)c1ccccn1 (configuration not stated)
→ -1.7	2	-15	23	-10	-13	0.9	-1	-4
[10] COc1ccccc1C(=O)Nc1c(C)cc(Br)cc1C
→ -0.1	13	-7	11	-6	-3	0.5	7	-10
[11] COC(=O)C1=C(O)CSC1=Nc1ccc(C)cc1
→ -0.7	-17	-2	6	0	-6	-0.4	6	-4
[12] CC(C)c1cccc(C(C)C)c1NC(=O)CCl
→ 0.2	-15	-12	14	-7	-2	0.1	3	2
[13] O=C(CNC(=O)OCc1ccccc1)NC(Cc1cnc[nH]1)C(=O)O (configuration not stated)
→ .	16	-12	3	.	.	0.1	3	-1
[14] Cc1ccc(N2CC(C(=O)Nc3nnc(SCc4ccccn4)s3)CC2=O)cc1 (configuration not stated)
→ 2.8	-14	3	-23	0	-17	0.7	5	-3
[15] O=C(CN1C(=O)NC2(CCc3ccccc32)C1=O)NCC(F)(F)F (configuration not stated)
→ 1.3	-1	1	-18	-10	-21	0.2	2	-4
[16] COC(=O)c1ccc(N2CCN(C)CC2)c(NC(=O)c2cc3ccccc3o2)c1
→ 1.1	-4	-8	9	-13	-4	0.7	1	-3
[17] Cc1ccccc1NC(=O)C1CCN(S(=O)(=O)c2cccs2)CC1
→ -0.7	-16	-9	10	-15	-8	0.9	2	-4
[18] OCCN1CCN(c2ncnc3c2sc2nc(N4CCOCC4)c4c(c23)CCC4)CC1
→ -0.8	-8	-2	-5	-10	-4	1.1	4	-6
[19] CCOc1ccc(C2Nc3cccc4cccc(c34)N2)cc1OC
→ -0.7	13	-9	9	0	-3	0.2	4	-1
[20] O=S(=O)(NCC1CCCO1)c1ccc(Oc2ccccc2)cc1 (configuration not stated)
→ 3.7	5	-13	-9	-7	-3	7.7	5	0
[21] Cn1nnc(NC(=O)c2ccccc2F)n1
→ -0.5	6	-2	-3	-2	12	0.0	7	-3
[22] CCCN(CC(=O)Nc1ccccc1C)C(=O)CCN1C(=O)c2cccc([N+](=O)[O-])c2C1=O
→ 0.1	-3	4	-2	-4	-7	-0.1	-1	-6
[23] COc1ccc(N2CC(C(=O)Nc3c(C(N)=O)oc4ccccc34)CC2=O)cc1 (configuration not stated)
→ -0.6	28	3	7	-7	-8	2.0	4	-3
[24] CC(C)CC(=O)N1CCN(Cc2cccc(F)c2)CC1
→ 0.7	-2	6	18	-14	-1	0.1	4	-5
[25] Cc1ccc(CN2CCSc3ccc(C(=O)NC4CCN(Cc5ccccc5)CC4)cc32)cc1
→ 1.4	-6	1	3	-5	-19	-0.4	4	-10
[26] CCOC(=O)CCCNC(=O)CCNC(=O)c1ccc(OC(C)C)cc1
→ -0.3	-4	-7	-8	1	-9	0.2	5	-1
[27] O=c1/c(=C/c2ccc(CNS(=O)(=O)c3ccccc3)o2)sc2n1CCN=2
→ -0.1	4	-16	-2	-8	-17	0.6	5	-10
[28] O=C(COC(=O)C1C2CC3OC(=O)C1C3C2)Nc1cccc(C(F)(F)F)c1 (configuration not stated)
→ 1.2	1	8	8	-4	3	1.0	5	-3
[29] Cc1ccccc1-c1ccc(CN2C(C)C(=O)N(Cc3cn(Cc4ccco4)nn3)CCS2(=O)=O)cc1 (configuration not stated)
→ .	-20	10	10	.	.	-0.2	2	-5
[30] CSc1nnc2c(n1)[nH]c1c(C)cccc12
→ 1.0	8	-20	21	1	-4	1.5	1	-6

Values in the order: V1R ag counter	TAAR1 antagonist	CHO-K1 Ca antag	CHO-K1 Ca PAM	OXTR potentiate	CHO parental Ca	M1 ag parental	TAAR1 agonist	M1 ag
[31] Cc1ccnc2nc(C(=O)OCC(=O)N3CCc4ccccc43)nn12
→ 0.1	14	-9	3	-8	-2	-0.1	5	-7
[32] Cc1ccc(NC(=S)N(CCCN(C)C)Cc2cc3cc4c(cc3[nH]c2=O)OCO4)cc1
→ 0.7	0	9	6	-13	2	0.1	1	-10
[33] Cc1cc(N2CCCC2)ccc1NC(=O)CN1C(=O)NC2(CCCCC2)C1=O
→ -0.6	-35	-4	2	3	-31	0.1	0	-3
[34] CCc1ccc([C@@H]2CC=C(C(=O)O)[C@H](c3cccc(Cl)c3)N2S(=O)(=O)c2ccc(C)cc2)cc1
→ -0.9	29	-10	14	-16	-16	-0.5	5	-10
[35] COc1ccc(N=C2C(=O)Nc3c(C)cccc32)cc1
→ -0.4	-2	2	15	-11	1	1.0	7	-3
[36] CCC(CC)c1nnc(NC(=O)C2CC(=O)N(c3ccc4c(c3)OCCO4)C2)s1 (configuration not stated)
→ 1.7	-22	-9	24	-4	2	1.4	8	-2
[37] Cc1ccc(-c2c3c(nc4sc(C(N)=O)c(N)c24)CCC3)cc1
→ -1.1	-12	15	-1	-20	-38	-0.4	22	2
[38] Cc1cc(=O)oc2cc(OCC(=O)NCc3ccco3)ccc12
→ 0.6	-9	1	5	-4	-4	0.7	7	-4
[39] C/C(=C\C(=O)C(F)(F)F)Nc1cc(C)cc(C)c1
→ 0.4	1	3	5	-10	-4	0.6	9	-2
[40] C=CCN(c1ccccc1OC)S(=O)(=O)c1cccc(C(=O)OCC(=O)N2CCOCC2)c1
→ -0.4	-18	5	0	-2	-9	0.1	-1	-3
[41] Cc1noc(C)c1COC(=O)c1cc(F)c(F)cc1Cl
→ 2.7	-5	-4	0	-14	-19	0.1	0	-3
[42] Fc1cccc(F)c1-n1c(CN2CCOCC2)csc1=S
→ 0.5	-5	-5	19	-5	-5	0.8	8	-5
[43] Cc1cc(C)n2c(Br)c(CSc3nc4ccccc4s3)nc2n1
→ 2.4	-20	-14	26	-1	-20	3.7	21	-11
[44] Cc1ccc(C)c(S(=O)(=O)Nc2ccc(-n3cnnn3)cc2)c1
→ 1.3	.	-3	-5	-10	-10	1.0	.	1
[45] CC(Sc1nc2ccc(C(=O)c3ccccc3)cc2[nH]1)C(=O)O (configuration not stated)
→ -0.8	4	3	12	-1	3	4.0	1	-1
[46] COc1cccc(/C=N/NC(=O)CCc2c(C)n[nH]c2C)c1
→ -0.3	-1	-9	8	-4	-6	0.8	15	-1
[47] CC1=Nc2nc(N3CCCCC3)c(C#N)c3c4c(nc(c23)N1)N(c1ccc(C(C)C)cc1)C(=O)C4
→ -0.7	15	-6	17	-3	-9	1.6	0	-8

Filtered by structure, those above with bromine.
Values in the order: V1R ag counter	TAAR1 antagonist	CHO-K1 Ca antag	CHO-K1 Ca PAM	OXTR potentiate	CHO parental Ca	M1 ag parental	TAAR1 agonist	M1 ag
[10] COc1ccccc1C(=O)Nc1c(C)cc(Br)cc1C
→ -0.1	13	-7	11	-6	-3	0.5	7	-10
[43] Cc1cc(C)n2c(Br)c(CSc3nc4ccccc4s3)nc2n1
→ 2.4	-20	-14	26	-1	-20	3.7	21	-11

Rewritten screen by screen: part of the list above.
33. Cc1cc(N2CCCC2)ccc1NC(=O)CN1C(=O)NC2(CCCCC2)C1=O
34. CCc1ccc([C@@H]2CC=C(C(=O)O)[C@H](c3cccc(Cl)c3)N2S(=O)(=O)c2ccc(C)cc2)cc1
35. COc1ccc(N=C2C(=O)Nc3c(C)cccc32)cc1
Compound	33	34	35
V1R ag counter	-0.6	-0.9	-0.4
TAAR1 antagonist	-35	29	-2
CHO-K1 Ca antag	-4	-10	2
CHO-K1 Ca PAM	2	14	15
OXTR potentiate	3	-16	-11
CHO parental Ca	-31	-16	1
M1 ag parental	0.1	-0.5	1.0
TAAR1 agonist	0	5	7
M1 ag	-3	-10	-3

Bioassay records deposited in PubChem BioAssay by The Scripps Research Institute Molecular Screening Center.
